D1 antagonist – Antagonist of Human D 1 Dopamine Receptor: qHTS | D(1A) dopamine receptor (Homo sapiens), P21728 | HEK293 TREx D1 cells, calcium flux, dopamine EC80; stronger effect = lower value | activity change, negative = inhibition, % at 10 µM | 360,000 compounds, 3.2% hits; in the data active = activity change below about -30%; note: % is set by controls: 0 for no effect and ±100 for the full control effect
Target sequence (P21728 whole entry, looked up): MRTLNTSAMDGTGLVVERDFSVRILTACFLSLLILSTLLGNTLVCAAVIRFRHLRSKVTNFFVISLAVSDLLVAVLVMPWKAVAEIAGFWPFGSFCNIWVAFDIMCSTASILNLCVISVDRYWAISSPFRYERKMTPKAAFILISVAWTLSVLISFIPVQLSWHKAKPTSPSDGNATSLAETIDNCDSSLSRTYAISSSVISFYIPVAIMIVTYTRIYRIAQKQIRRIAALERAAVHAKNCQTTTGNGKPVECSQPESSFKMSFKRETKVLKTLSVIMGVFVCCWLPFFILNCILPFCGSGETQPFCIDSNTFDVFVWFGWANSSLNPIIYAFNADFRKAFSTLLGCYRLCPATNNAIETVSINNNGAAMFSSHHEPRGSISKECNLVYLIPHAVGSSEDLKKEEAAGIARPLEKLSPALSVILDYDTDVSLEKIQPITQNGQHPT
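Antagonism measured as reduced calcium response to an EC80 dopamine addition following 180 s compound pre-read; cells were inducible HEK293 Trex D1 plated overnight at 30 C, read kinetically at 1 cycle/sec.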
RXFP1 antag – qHTS Assay for Antagonists of the Relaxin Receptor RXFP1; Relaxin receptor 1 (Homo sapiens), Q9HBX9; HEK293-RXFP1, relaxin-stimulated cAMP HTRF, 30 min; stronger effect = lower value; activity change, negative = inhibition, % at 57.5 µM; 350,000 compounds, 0.59% hits;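 active = activity change of -60% or lower, but not beyond a set lower limit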; note: % is set by controls: 0 for no effect and ±100 for the full control effect
D1 agonist – Allosteric Agonists of the Human D1 Dopamine Receptor: qHTS | D(1A) dopamine receptor (Homo sapiens), P21728 | HEK293 T-REx D1 cells, calcium flux, agonist mode | activation, % at 2 µM | 360,000 compounds, 1% hits; note: 0% is about no effect
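Inducible HEK293 T-REx D1 cells, force-coupled to calcium signalling, were plated at 4000 cells/well with tetracycline and held overnight at 30 C. After no-wash calcium dye loading, compound-evoked calcium rise over 180 s flagged agonists.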
TRHR PAM – qHTS for Small Molecule Agonists and Allosteric Enhancers of Human TRH Receptor: Primary Screen for Enhancers; enhancement, % at 2 µM; Thyrotropin-releasing hormone receptor (Homo sapiens), P34981; 360,000 compounds, 0.66% hits; TRHR cells, fluo-8 calcium fluorescence, EC20 TRH enhancement; in the data active = enhancement above about 30%; note: 0% is about no effect
Target sequence (P34981 whole entry, looked up): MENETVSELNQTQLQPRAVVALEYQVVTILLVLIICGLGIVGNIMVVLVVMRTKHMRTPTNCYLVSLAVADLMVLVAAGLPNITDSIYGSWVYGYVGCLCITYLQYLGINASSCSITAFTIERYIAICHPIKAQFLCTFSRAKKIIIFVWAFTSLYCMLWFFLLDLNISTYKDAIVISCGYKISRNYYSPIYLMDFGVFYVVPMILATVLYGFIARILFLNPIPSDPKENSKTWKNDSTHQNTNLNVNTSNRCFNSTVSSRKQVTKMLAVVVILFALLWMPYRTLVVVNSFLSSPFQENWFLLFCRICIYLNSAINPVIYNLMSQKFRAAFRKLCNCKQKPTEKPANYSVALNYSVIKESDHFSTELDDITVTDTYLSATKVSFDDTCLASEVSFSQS
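TRHR-expressing cells loaded with fluo-8 calcium dye were read kinetically (ex 480/em 530) during compound addition, then stimulated with an EC20 of TRH (10 nM final). Enhancement of the Gq-mediated intracellular calcium response was scored.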
D2 potentiator – HTS Assay for Positive Allosteric Modulators of the Human D2 Dopamine Receptor: Primary Screen for Potentiators | 340,000 compounds, 0.34% hits | HEK293 T-REx D2, calcium flux, EC20 dopamine potentiation | D(2) dopamine receptor (Homo sapiens), P14416 | potentiation, % at 10 µM;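 active = potentiation over 3 SD above the plate norm, cut at about 30% in these data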; note: 0% is about no effect
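Using a no-wash calcium dye in inducible, force-coupled HEK293 Trex cells expressing D2, we tracked fluorescence each second for 180 s after compound, then for 180 s after EC20 dopamine to detect augmented signalling.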
D2 ag – HTS Assay for Allosteric Agonists of the Human D2 Dopamine Receptor: Primary Screen for Agonists. D(2) dopamine receptor (Homo sapiens), P14416. HEK293 T-REx D2 cells, calcium flux agonist mode. activation, % at 2 µM. 340,000 compounds, 0.53% hits;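 active = activation over 3 SD above normal in the single-dose calcium agonist read, cut at about 30% in these data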; note: 0% is about no effect
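Tetracycline-induced HEK293 Trex cells with D2 receptor force-coupled to calcium signaling, plated overnight at 30 C and loaded with no-wash calcium dye. Calcium flux read kinetically for 180 s after compound addition; responses flag agonists.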
D1 PAM – Potentiators of Human D1 Dopamine Receptor: qHTS; D(1A) dopamine receptor (Homo sapiens), P21728; HEK293 TREx D1 cells, calcium flux, dopamine EC20 potentiation; potentiation, % at 10 µM; 360,000 compounds, 0.036% hits; AID 504651, 2011; in the data active = potentiation above about 30%; note: 0% is about no effect
TRHR agonist – qHTS for Small Molecule Agonists and Allosteric Enhancers of Human TRH Receptor: Primary Screen for Agonists. TRHR cells, calcium flux fluo-8, FDSS agonist mode. Thyrotropin-releasing hormone receptor (Homo sapiens), P34981. 360,000 compounds, 0.18% hits. activation, % at 2 µM. AID 493084, 2011; note: 0% is about no effect
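Fluo-8-loaded TRHR cells; 10 s baseline, compound added, kinetic Ca2+ fluorescence read 1/s, agonist mode.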
D2 antag – HTS Assay for Allosteric Antagonists of the Human D2 Dopamine Receptor: Primary Screen for Antagonists; D(2) dopamine receptor (Homo sapiens), P14416; HEK293 TREx D2 cells, calcium flux, dopamine EC80; inhibition, % at 10 µM; 340,000 compounds, 2% hits; AID 485344, 2010; in the data active = inhibition above about 30%; note: 0% is about no effect
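Antagonism is scored as inhibition of an EC80 dopamine-evoked calcium signal in a force-coupled, tetracycline-inducible HEK293 T-REx D2 line, with compound present 180 s before agonist.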
* hit, by the source's call; . = no result given; & = joins results of further samples. Cut-off read from the data, not from the text of the source, unless noted: active = activation above about 30%; inactive = the rest. No enrichment for hits; overall some 7.1% were active at least once.

SMILES	D1 antagonist	RXFP1 antag	D1 agonist	TRHR PAM	D2 potentiator	D2 ag	D1 PAM	TRHR agonist	D2 antag
COCCn1c(=O)[nH]c2cc(C(=O)NCCc3ccc(S(N)(=O)=O)cc3)ccc2c1=O	21	7	-2	-5	-4	0.2	5	0.8	-2
COc1ccc(CNC(=O)c2cnc3cc(C)ccn3c2=O)cc1	10&-8	-5	0&-2	-1&0	8&4	0.0&0.0	-2&5	0.4&0.0	3
COc1ccccc1NC(=O)C(C)OC(=O)C1CCC(C(C)(C)C)CC1 (centres undefined)	21	-37	16	15	16	-0.3	14	-0.2	-2
CCN(c1ccc(OC)cc1)S(=O)(=O)c1ccc2c(c1)NC(=O)CS2	-6	-15	2	-10	0	-1.0	2	-0.3	9
Cc1cc(C)c2c(n1)SCCN2C(=O)Nc1ccc(C(=O)Nc2ccc(C(C)C)cc2)cc1	-15	4	4	8	-2	0.2	-2	0.6	.
CC(C)(C)c1nnc(NC(=O)C2CCN(c3ncccn3)CC2)s1	-2	-13	2	-10	2	-0.7	-4	0.4	-22
O=C(Nc1cc(Cl)cc(Cl)c1)c1cccnc1	0	1	4	1	-1	-0.9	0	1.9	-6
Cn1c(C(C(=O)NCC2CCCO2)N(CCc2ccccc2)C(=O)Cn2nnc3ccccc32)nc2ccccc21 (centres undefined)	10	8	1	-21	-6	1.8	3	-1.1	-12
Cc1csc(NC(=O)Cc2c(F)cccc2Cl)n1	7	-12	4	0	-5	0.1	13	1.2	-1
COc1ccc(CNC(=O)C(C)OC(=O)Cn2cnc3c2c(=O)n(C)c(=O)n3C)cc1 (centres undefined)	3	-12	2	1	12	-0.8	-5	0.2	-6

One compound at a time (already shown).
Listed for COc1ccc(CNC(=O)C(C)OC(=O)Cn2cnc3c2c(=O)n(C)c(=O)n3C)cc1 (centres undefined) → D1 antagonist: 3; RXFP1 antag: -12; D1 agonist: 2; TRHR PAM: 1; D2 potentiator: 12; D2 ag: -0.8; D1 PAM: -5; TRHR agonist: 0.2; D2 antag: -6
Listed for COCCn1c(=O)[nH]c2cc(C(=O)NCCc3ccc(S(N)(=O)=O)cc3)ccc2c1=O → D1 antagonist: 21; RXFP1 antag: 7; D1 agonist: -2; TRHR PAM: -5; D2 potentiator: -4; D2 ag: 0.2; D1 PAM: 5; TRHR agonist: 0.8; D2 antag: -2

Continued:
SMILES	D1 antagonist	RXFP1 antag	D1 agonist	TRHR PAM	D2 potentiator	D2 ag	D1 PAM	TRHR agonist	D2 antag
COc1ccc(C(=O)N2c3ccccc3CC2C)cc1OC (centres undefined)	-7	-5	2	-4	5	0.6	-6	-0.8	-7
O=C(CN(C(=O)Cn1nnc(-c2cccs2)n1)c1ccc2c(c1)OCCO2)NCc1ccccc1	-1	-1	10	18	9	-0.1	-2	-0.4	-2
CCCCn1c(N)c(N(CCOC)C(=O)c2ccc3c(c2)OCCO3)c(=O)[nH]c1=O	2	-5	1	-9	0	0.2	-3	0.5	7
COC(=O)C1=C(C)N(Cc2cccnc2)C(=O)/C1=C\c1cccs1	2	.	1	2	-3	-1.3	1	-3.7	-11
N#C/C=C/N1CCC(Cc2ccccc2)CC1	-1	5	3	8	15	-1.5	-4	-1.1	-1
Cc1cc(C(=O)COc2ccc(F)cc2Br)c(C)n1C	5	0	-4	11	-7	-0.3	0	0.3	20
O=C(Nc1ccccc1N1CCCC1)c1cccc(-c2cc3ccccc3oc2=O)c1	-2	.	0	-2	0	-0.6	-1	-0.6	-4
Cc1ccc(NNC(=O)C(=O)N2CCCCC2)cc1	1	12	3	-3	1	1.1	-4	-0.1	0
COc1ccc(S(=O)(=O)N2CC(=O)Nc3ccccc32)cc1Cl	0	-6	2	1	60*	0.4	-1	0.7	5
CC1=C(C(=O)OCC(C)C)C(c2ccc(F)cc2)NC(=O)N1 (centres undefined)	-6	1	1	-7	.	.	-5	-1.0	.

By substructure, those above with an NH in an aromatic ring.
SMILES	D1 antagonist	RXFP1 antag	D1 agonist	TRHR PAM	D2 potentiator	D2 ag	D1 PAM	TRHR agonist	D2 antag
COCCn1c(=O)[nH]c2cc(C(=O)NCCc3ccc(S(N)(=O)=O)cc3)ccc2c1=O	21	7	-2	-5	-4	0.2	5	0.8	-2
CCCCn1c(N)c(N(CCOC)C(=O)c2ccc3c(c2)OCCO3)c(=O)[nH]c1=O	2	-5	1	-9	0	0.2	-3	0.5	7

Additional structures.
SMILES	D1 antagonist	RXFP1 antag	D1 agonist	TRHR PAM	D2 potentiator	D2 ag	D1 PAM	TRHR agonist	D2 antag
CC(=O)c1ccc(C(=O)N(C)C2CCCN(Cc3ccccc3F)C2)s1 (centres undefined)	-6	13	0	5	-2	0.4	2	-0.7	-2
NS(=O)(=O)c1ccc2nc(NC(=O)c3ccncc3)sc2c1	-3	13	1	4	24	0.7	5	0.2	-12
O=C(CSc1nnnn1C1CCCC1)Nc1cccc(NC(=O)c2ccco2)c1	-13	-6	3	-5	-4	-0.4	-2	0.9	17
CCc1c(O)nc(SCC(=O)NC(C)(C)C)n(-c2ccccc2)c1=O	-5	-4	1	-1	7	0.6	1	0.2	6
COc1ccc(OC)c(S(=O)(=O)N2CCCC(C(=O)N3CCCC3)C2)c1 (centres undefined)	-6	-1	0	1	.	.	-2	0.3	.
O=C(Oc1ccccc1N1C(=O)C2CCCCC2C1=O)c1ccc(Cl)cc1 (centres undefined)	11	-1	1	1	-3	-0.2	2	1.1	-10
Cc1cc(C(=O)N2CCC(CO)(Cc3cccc(C(F)(F)F)c3)CC2)n[nH]1	-9	-8	6	3	13	0.3	-10	0.4	-1
CC1=C(C(=O)OCc2ccc3c(c2)OCO3)C(c2ccc(O)c([N+](=O)[O-])c2)NC(=O)N1 (centres undefined)	-15	-4	1	7	-5	-0.8	-7	-0.2	-5
O=S1(=O)[C@H]2C[C@@H]3CC[C@]2(CN1Cc1cccc(F)c1)O3	-47*	.	1	-4	-6	1.0	-9	-0.3	-8
Cc1ccc(-n2ncc3c(=O)n(CC(=O)N4CCCCCC4)cnc32)cc1	13	-4	2	10	-8	-0.6	2	-1.0	-4
CCOC(=O)N1CCN(C(=O)CN2C(=O)COc3ccc(C(C)(C)C)cc32)CC1	12	20	-1	10	11	-0.8	4	-0.8	7
Cc1c(CCC(=O)NCc2ccc(F)cc2)c(=O)oc2cc(O)ccc12	-7	4	1	7	9	.	-2	-0.6	.
C=CCn1c(SCC(=O)N2CC(=O)Nc3ccccc32)nc2scc(-c3cccs3)c2c1=O	1	-17	3	-2	16	1.0	-7	-0.1	18
O=C(COn1nnc2ccccc21)NCC1CCCCC1	6	9	2	13	6	-1.6	-1	-0.1	0
CN1CCc2c(sc(NC(=O)c3cc(Cl)sc3Cl)c2C(N)=O)C1	-32*	-8	-1	4	-8	15	7	19	-8
O=S(=O)(c1cnc(Cl)c(Cl)c1)N1CCN(c2ncccn2)CC1	5	-3	1	7	-1	0.6	4	0.5	-7
Clc1ccc(OCCOCCNCc2ccccc2)cc1Cl	-26	-38	47*	3	-19	7.6	-5	1.7	6
CCOC(=O)c1c(NC(=O)CN2CCN(C(=O)c3ccco3)CC2)sc(C)c1C	-32*	0	126*	-2	-12	-1.1	-5	-0.2	8
COC(=O)c1sc2cccc(F)c2c1S(=O)(=O)NCc1ccc(Cl)cc1	3	-7	4	0	.	.	-5	0.2	.
O=C(COc1ccc([N+](=O)[O-])cc1)N/N=C/c1cc([N+](=O)[O-])ccc1N1CCOCC1	7	.	-1	26	10	-0.3	-5	0.1	5

Molecules above with a tert-butyl group:
SMILES	D1 antagonist	RXFP1 antag	D1 agonist	TRHR PAM	D2 potentiator	D2 ag	D1 PAM	TRHR agonist	D2 antag
COc1ccccc1NC(=O)C(C)OC(=O)C1CCC(C(C)(C)C)CC1 (centres undefined)	21	-37	16	15	16	-0.3	14	-0.2	-2
CC(C)(C)c1nnc(NC(=O)C2CCN(c3ncccn3)CC2)s1	-2	-13	2	-10	2	-0.7	-4	0.4	-22
CCc1c(O)nc(SCC(=O)NC(C)(C)C)n(-c2ccccc2)c1=O	-5	-4	1	-1	7	0.6	1	0.2	6
CCOC(=O)N1CCN(C(=O)CN2C(=O)COc3ccc(C(C)(C)C)cc32)CC1	12	20	-1	10	11	-0.8	4	-0.8	7

(more compounds)
SMILES	D1 antagonist	RXFP1 antag	D1 agonist	TRHR PAM	D2 potentiator	D2 ag	D1 PAM	TRHR agonist	D2 antag
CC1CN(C(=O)c2cc(S(=O)(=O)N(C)c3ccc(F)cc3)ccc2Cl)CC(C)O1 (centres undefined)	-16	3	3	2	-2	0.8	2	-0.5	-9
COc1cc(C2=NOC(C(=O)N3CCCc4ccccc43)C2)cc(OC)c1OC (centres undefined)	0	19	3	0	5	-0.4	0	-0.3	-12
Cc1cc(O)c(C(c2cccc(F)c2)N2CCC(C)CC2)c(=O)n1Cc1ccco1 (centres undefined)	-6	-6	2	-2	10	0.6	-1	0.3	.
CC(=O)Nc1ccc(S(=O)(=O)N2CCN(c3nc(NC4CCCC4)c4ccccc4n3)CC2)cc1	10	5	2	7	6	0.6	-1	0.4	11
